ALOX12 inh: blocks human arachidonate 12S-lipoxygenase; P18054; purified 12hLO, xylenol orange hydroperoxide absorbance; Potency, µM (doses to about 108 µM), inactives show top-dose activity change, negative = inhibition, hits mostly inhibitors; 580,000 tested, 1.1% active; active = well fitted inhibition curve with a large enough effect; inconclusive = small, poorly fitted or top-dose-only effect, or another doubt; inactive = no such curve, though single readings can be large or run the other way
Target sequence (P18054 whole entry, looked up): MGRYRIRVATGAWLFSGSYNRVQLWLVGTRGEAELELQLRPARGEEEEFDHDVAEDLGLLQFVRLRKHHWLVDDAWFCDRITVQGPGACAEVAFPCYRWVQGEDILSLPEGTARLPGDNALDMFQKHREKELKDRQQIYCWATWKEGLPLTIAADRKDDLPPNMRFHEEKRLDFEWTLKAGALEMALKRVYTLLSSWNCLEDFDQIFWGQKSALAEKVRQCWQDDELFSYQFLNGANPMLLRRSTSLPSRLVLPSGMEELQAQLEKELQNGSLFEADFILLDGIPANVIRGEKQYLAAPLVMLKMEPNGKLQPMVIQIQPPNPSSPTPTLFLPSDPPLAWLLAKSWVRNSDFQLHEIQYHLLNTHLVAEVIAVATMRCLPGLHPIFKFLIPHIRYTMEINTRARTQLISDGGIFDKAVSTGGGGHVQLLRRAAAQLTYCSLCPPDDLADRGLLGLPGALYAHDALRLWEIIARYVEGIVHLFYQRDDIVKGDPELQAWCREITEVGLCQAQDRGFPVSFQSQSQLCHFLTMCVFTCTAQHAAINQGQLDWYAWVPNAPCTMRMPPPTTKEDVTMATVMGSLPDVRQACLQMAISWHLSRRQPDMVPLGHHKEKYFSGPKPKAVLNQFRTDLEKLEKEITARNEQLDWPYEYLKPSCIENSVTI
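Purified human 12hLO (150 nM final) in 25 mM Hepes, 0.01% Triton X-100, pH 7.0 was preincubated 15 min at room temperature with compound. Then 40 uM arachidonic acid was added, 30 min. Hydroperoxide was read by Fe-XO absorbance ratio 573/405 nm.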
* hit, by the source's call; u = inconclusive; [ ] = dose if it differs, or a comment. % is scaled to controls: 0 for no effect and ±100 for the full control effect; potency is read from the fitted curve at half-maximal effect.

nr	molecule	ALOX12 inh
1	COc1cccc(COC2CN(C(=O)CCc3scnc3C)CC(=O)N(Cc3ccccn3)C2)c1 (stereo not drawn)	15%
2	O=C(CCc1nc2ccccc2s1)NC1CCCCCCC1	7%
3	COc1cc(CNC(=O)Cn2c(=O)c3c(ncn3C)n(C)c2=O)ccc1OC(F)F	2%
4	COc1nc2nc(CC3CC3)n(C)c2cc1-c1ccc(CO)cc1	-2%[176 µM]
5	COc1cc(C(C)=O)ccc1OCC(O)CN(C)Cc1sccc1C (stereo not drawn)	-9%
6	c1ccc(CCCNc2ncncc2-c2nc(-c3ccccc3)no2)cc1	21%
7	CC(C)NC(=O)[C@@H]1C[C@H](N)CN1C(=O)c1cccc(S(C)(=O)=O)c1	25%
8	COCCn1cc(CN2CCc3ccccc3C2)ccc1=O	u

(further entries)
nr	molecule	ALOX12 inh
9	CCN1CCN(Cc2cc(=O)oc3cc(C)ccc23)CC1	u
10	CNC(=O)[C@@H]1CN(C(=O)c2ccoc2)C[C@H]1CO	46%[activator]
11	CCOC(=O)C1=CN(CC(=O)Nc2c(C)cc(C)cc2C)S(=O)(=O)N=C1C	18%
12	CCc1noc2nc(C)nc(N3CCCC(C(=O)NCCc4ccc(Cl)cc4)C3)c12 (stereo not drawn)	-20%
13	CN(C)C(=O)c1nc(-c2ccc(S(C)(=O)=O)cc2)c2cnccn12	u
14	CCOc1ccc(CCNC(=O)c2cccn2-c2nnc(N3CCCC3)s2)cc1OCC	1%
15	Cn1c(=O)c2c(nc(N3CCCCCC3)n2CCCc2ccccc2)n(C)c1=O	u
16	CCC1CC(=O)NC(SC)=C1C#N (stereo not drawn)	u

The list continues.
nr	molecule	ALOX12 inh
17	Fc1ccc(CN2CCCN(Cc3nnsc3Cl)CC2)cc1	14%
18	CC(C)C1CN(C(=O)CNC(=O)N(C)C)CCCN1Cc1ccc(F)cc1 (stereo not drawn)	55%[activator]
19	CCC1=C(C(=O)OC)C(c2ccccc2OC)N2C(CC(=O)N3CCCC3)=CSC2=N1 (stereo not drawn)	-1%
20	CCN(CCNC(=O)c1cc2ccccc2oc1=O)c1cccc(C)c1	-20%
21	O=C(CSc1nc2ccccc2s1)Nc1cccc(C(F)(F)F)c1	-24%
22	O=C(C1CC1)N1CCC(c2nnc3n2C(C(=O)N2CCOCC2)CC3)CC1 (stereo not drawn)	2%[6.33 µM]
23	CCCNC(=O)NNC(=O)c1cc(-c2ccc(Cl)cc2)nc2ccccc12	-12%
24	Cc1ncc2c(c1CNC(=O)c1ccc3c(c1)OCO3)CCN(C(=O)/C=C/c1ccccc1Cl)C2	6%

Next entries follow.
nr	molecule	ALOX12 inh
25	Cc1c(C(=O)Nc2ccc3oc(-c4ccc(F)cc4)nc3c2)cccc1[N+](=O)[O-]	u
26	CC(C)N1C(=O)C2(CCCC2)C1C(=O)Nc1ccccc1 (stereo not drawn)	63%
27	O=C(Nc1ccc2c(N3CCCC3)ncnc2c1)c1cc(F)ccc1Cl	76%[activator]
28	CC(C)NC(=O)NC1CCCc2c1cnn2-c1ccc(F)cc1F (stereo not drawn)	6%
29	CC(=O)Nc1ccc(CN2CCC3(CC2)CC(c2cccc(C(F)(F)F)c2)=NO3)cc1	12%
30	c1cc2c(cc1CN1CCCC1)CNCCO2	54%[activator]
31	Cc1ccc(CN(C)C(=O)Cn2cnc3c2c(=O)n(C)c(=O)n3C)c(C)c1	2%
32	c1ccc(C(CNCC2CC2)N2CCCC2)cc1 (stereo not drawn)	u

Next entries.
nr	molecule	ALOX12 inh
33	Cc1c(CCC(C)C)c(=O)oc2cc(OCCC(C)C)ccc12	-2%
34	O=C(CC1CCCN(c2cnn(CC3CC3)c(=O)c2)C1)Nc1ccccc1F (stereo not drawn)	u
35	Fc1ccc(/C=N/Nc2ccc(Cl)cc2)cc1F	u
36	COCCCn1c(C)cnc1C1CCN(S(=O)(=O)c2ccccc2)C1 (stereo not drawn)	14%
37	Cc1ccc(-c2[nH]c3ccccc3c2C=O)cc1C	13%
38	Cc1cn2nnc(C(=O)NCc3ccc(OC(C)C)cc3)c2c(=O)[nH]1	22%
39	CC(C)c1nc(OCC(=O)NCc2ccccc2)c(C#N)c2c1CCCC2	1%
40	Cc1ccc(C(=O)NC2CC(c3nnc(CN(C)C)n3C)C2)s1 (stereo not drawn)	-5%

Later entries:
nr	molecule	ALOX12 inh
41	C[C@@H]1CN(C[C@@H]2CN(C(=O)c3ccc(Cl)o3)C[C@@H]2CO)C[C@H](C)O1	10%
42	O=C(c1cccs1)N1CC[C@H](c2nnc(-c3ccc(Cl)cc3)o2)C1	u
43	CCN(CC(=O)NC(=O)Nc1ccccc1)C(C)c1ccc(C#N)cc1 (stereo not drawn)	u
44	CN1[C@@H](CCC(=O)N2CCCC2)CNC(=O)[C@H]2NCC[C@H]21	17%[176 µM]
45	CCCC1CN(C(=O)OC(C)(C)C)C(C)CN1 (stereo not drawn)	14%[12.5 µM]
46	CCCCC(CC)CNC(=O)c1nccnc1N (stereo not drawn)	23%
47	COc1ccc(OC)c([S+](=O)([O-])c2nnn3c2nc(NCCCOC(C)C)c2ccccc23)c1	8%[6.33 µM]
48	CC(C)Oc1ccc(C(=O)N2CC(c3nnc(C(C)C)o3)C3(CCOCC3)C2)cc1 (stereo not drawn)	43%[activator]

The listing continues.
item	Compound	ALOX12 inh
49	COC(=O)CN1C(=O)[C@@H]2C[C@@H](O)CN2C2(CN(CC3CC3)C2)C1=O	10%[176 µM]
50	COc1ccc(-c2oc3c(CC=C(C)C)c(O)cc(O)c3c(=O)c2O)cc1	u
51	COCCn1c(C)cc(C(=O)N2CCCC(Cc3noc(-c4cnccn4)n3)C2)c1C (stereo not drawn)	59%[activator]
52	O=C(CN1C(=O)NC2(CCOCC2)C1=O)N1CCN(c2ccc(F)cc2)CC1	11%
53	COCCOc1ccc2c(n1)CCN(C(=O)C1(c3ccccc3)CC1)C2	29%
54	C[C@@H](NS(=O)(=O)c1ccccc1)c1onc(-c2cccnc2)c1C(=O)O	-3%[176 µM]
55	O=C(CN1C(=O)NC(c2ccc(Cl)cc2)C2=C1COC2=O)Nc1cccc(Br)c1 (stereo not drawn)	10µM*
56	Cc1ccc(NC(=O)Nc2c(NC3CCCC3)c3ccccc3oc2=O)cc1F	u
57	CCC1C(=O)NCCN1Cc1ccc2c(c1)CN(Cc1cc(OC)ccc1OC)CCO2 (stereo not drawn)	7%
58	COCCNC(=O)N1CCc2nn(Cc3ccccc3)c(=O)n2CC1	17%
59	CC[C@H]1CN(C(=O)c2ccnc(Cl)c2)CC[C@H]1CC(=O)N1CCC(C(=O)OC)CC1	-15%
60	O=C(Nc1ccccc1Cl)N1CCC(n2cc(C3CCCC3)nn2)CC1	33%[activator]

Following part
item	Compound	ALOX12 inh
61	O=C1N(Cc2ccccc2)C[C@H]2CN(Cc3cccs3)CCN12	5%[176 µM]
62	CC(C)CNC(=O)COC(=O)Cc1nn(C)c(=O)c2ccccc12	12%
63	Cc1cnc(CC2CCN(C(=O)NC(C)(C)C)CC2)n1Cc1ccc(F)cc1	36%[activator]
64	CCCCCCn1c(CN2CCN(CC)CC2)nc2c1c(=O)n(C)c(=O)n2C	-3%
65	O=C(c1ccc(Oc2ccccc2)cc1)N1CCNc2cnc(Nc3cccc(C(F)(F)F)c3)nc2C1	u
66	CN(C)C(C(=O)N(Cc1cccc(O)c1)C1CC1)c1ccccc1F (stereo not drawn)	48%[activator]
67	CCc1c(C)sc2nc(NCC(C)O)n3nc(-c4ccco4)nc3c12 (stereo not drawn)	u
68	CCc1ccc(C(=O)COC(=O)COc2ccc(Cl)c(C)c2)cc1	9%
69	COc1c(C)cc(Br)cc1C(=O)Nc1sc2c(c1C(N)=O)CCC(C)C2 (stereo not drawn)	19%
70	COCCNC(=O)c1ccc(OC2CCN(CCc3ccccc3)CC2)c(Cl)c1	-3%
71	CN(CC1CCCCC1)C(=O)CN(C)c1ncnc2nc[nH]c12	-9%
72	O=C(NC1CCCCC1)c1nccnc1-c1ccc(C(F)(F)F)cc1	-4%

Further entries follow.
item	Compound	ALOX12 inh
73	CC(=O)N1CCC(Oc2ccc(Cl)cc2C(=O)NCC(C)c2ccccc2)CC1 (stereo not drawn)	3%
74	C=CCNC(=S)Nc1ccc(Cl)cc1Cl	u
75	CCOc1ccccc1NC(=O)Cn1nc(C(=O)O)c2ccccc2c1=O	u
76	O=C(O)CNS(=O)(=O)c1ccc(Cl)c(C(F)(F)F)c1	u
77	Cc1ccc(-n2cnnn2)cc1NC(=O)c1cc(Cl)ccn1	u
78	CCC(CC)NC(=O)COC(=O)c1cc(-c2ccc(C)o2)nc2ccccc12	u
79	COc1ccc(C(=O)OCC(=O)Nc2ccccc2)c(C)c1	3%
80	O=C(Nc1ccc(F)c(Cl)c1)c1cnc(N2CCCCC2)c2ccccc12	-49%
81	C#CCN1CC(COc2ccccc2)OCCS1(=O)=O (stereo not drawn)	-9%
82	CC(=O)N1CCC2(CC1)CC(Cc1ccccc1)CCO2 (stereo not drawn)	47%[activator]
83	CCOc1ccccc1C(=O)NC1CCN(c2cc(C(F)(F)F)nc(C)n2)CC1	8%
84	CCOc1ccc(C(=O)N2CC(COC)C3(CCOCC3)C2)cc1 (stereo not drawn)	38%[activator]

Next results.
item	Compound	ALOX12 inh
85	C/C(=N\NC(=O)C1CC1c1ccccc1)c1cccc(C)c1 (stereo not drawn)	u
86	CC#CC(=O)N1CCCCC1C(=O)Nc1ccc(-n2nc(C)cc2C)cc1 (stereo not drawn)	22%
87	CSc1nc(N(C)CCO)c2sc3c(c2n1)COC(C)(C)C3	16%
88	CCn1cc(CN2CCc3nc(N4CCN(C)CC4)[nH]c(=O)c3CC2)c2ccccc21	5%
89	O=C(c1ccccc1F)N1CCC(N2Cc3ccccc3C2=O)CC1	3%[6.33 µM]
90	O=C(Nc1cc(Cl)cc(Cl)c1)c1ccn2nccc2c1	-19%[176 µM]
91	Cc1ccc(-c2cnc(CCC(=O)N3CCN(c4ccc([N+](=O)[O-])cc4)CC3)o2)cc1C	5%
92	CC(C)CCN1C(=O)CC[C@@]2(C(=O)NCc3ncc[nH]3)CCCC[C@H]12	53%[activator]
93	Cc1nnc([C@H]2CCN(Cc3cc4ccccc4o3)C2)o1	61%[activator][176 µM]
94	CC[C@H]1CN(C(=O)Nc2cccc(OC)c2)CC[C@H]1CC(=O)NCCN1CCOCC1	21%[176 µM]
95	O=C(CCn1nnnc1CN1CCOCC1)N1CCN(c2nc3ccccc3s2)CC1	14%
96	CN1C(=O)CS(=O)(=O)C12CCN(C(=O)c1ccc(F)cc1)CC2	u

The results go on.
item	Compound	ALOX12 inh
97	O=S(=O)(C1CC1)N1CCC(c2nc(C3CC3)no2)C1 (stereo not drawn)	-8%
98	Cc1ccc(-c2ccc3nnc(CNC(=O)c4ccccc4F)n3n2)cc1C	13%
99	CS(=O)c1ccc(C(=O)OCc2cc(Cl)c3c(c2)OCCCO3)cc1 (stereo not drawn)	7%
100	COCCc1nncn1C1CCN(S(=O)(=O)c2ccc(F)cc2F)CC1	2%
101	CC(=O)c1cccc(N2C(=O)[C@@H]3[C@@H](CCN3C(=O)C(C)(C)C)N(Cc3cccc(F)c3)C2=O)c1	26%
102	CCOCc1nc(C2CCCN(C(=O)c3ccc(OCC)cc3)C2)no1 (stereo not drawn)	11%
103	Cc1sc2cc(C(=O)O)[nH]c2c1CN1CCCCC1	5%
104	COc1ccc(CC(=O)OCC(=O)Nc2ccccc2OC(F)F)cc1OC	-10%
105	CCCCCC/C(CCCCCCC/C(CCCCCC)=N/NC(N)=O)=N/NC(N)=O	u
106	CS(=O)(=O)N(CC(=O)N1CCc2ccccc2C1)c1ccccc1	u
107	CO[C@@H]1COCC[C@H]1NC(=O)CN(c1ccc(C)cc1)S(C)(=O)=O	56%[activator]
108	Cc1ccc(-c2cc(C(=O)N3CCOCC3)c3ccccc3n2)c(C)c1	37%

Other results follow:
item	Compound	ALOX12 inh
109	O=C(CCn1cnc2ccccc2c1=O)N[C@@H]1COCC[C@H]1Oc1ccccn1	-6%
110	CN(CC1(C)CCOCC1)C(=O)c1ccc(Cl)s1	22%
111	O=C(CCc1ccccc1Br)NC1CCN(C2CC2)C1 (stereo not drawn)	u
112	Cc1ccc(O[C@H]2CCOC[C@H]2NC(=O)C2CCS(=O)(=O)CC2)cn1	1%
113	CCCN1C(=O)C(NC(=O)c2ccc(C(C)(C)C)cc2)(C(F)(F)F)C(C(=O)OC)=C1C (stereo not drawn)	7%
114	CN1CCN(C)C2(CCN(C(=O)c3cn4cc(Cl)ccc4n3)CC2)C1	22%
115	C=CCn1c(C)cc(C(=O)CN2C(=O)NC(Cc3c[nH]c4ccccc34)C2=O)c1C (stereo not drawn)	u
116	COc1ccc(CNc2oc(COc3ccccc3F)nc2C#N)cc1	-3%
117	COc1ccc(CNC[C@H]2O[C@H](Cc3cc(-c4cccc(O)c4)on3)CC[C@@H]2O)cc1	-29%[176 µM]
118	N#Cc1nc(-c2ccc(S(=O)(=O)N3CCCCCC3)cc2)oc1NCc1cccnc1	-66%
119	CCn1nc(C)c(-c2cc(C(=O)NCC3Cn4cccc4C(=O)N3CCOC)no2)c1C (stereo not drawn)	14%
120	CN(C)C(=O)CCC(=O)N1CCC(c2cc(Cc3ccccc3)[nH]n2)CC1	36%[activator]

These rows are one share of the data; rates above refer to the full screens.
